From PubChem
IDH1 R132H inh: human IDH1 R132H inhibition; O75874; hit rate 0.093% among 390,000; IDH1-R132H enzyme, NADPH consumption, diaphorase/resazurin fluorescence; Potency, µM (doses to about 76.6 µM), inactives show at the highest dose activity change, negative = inhibition, hits mostly inhibitors; also: % is scaled to controls: 0 for no effect and ±100 for the full control effect; nearly all actives have a fitted effect of over 65% in size
Target sequence (O75874 whole entry R132H, stated change not applied): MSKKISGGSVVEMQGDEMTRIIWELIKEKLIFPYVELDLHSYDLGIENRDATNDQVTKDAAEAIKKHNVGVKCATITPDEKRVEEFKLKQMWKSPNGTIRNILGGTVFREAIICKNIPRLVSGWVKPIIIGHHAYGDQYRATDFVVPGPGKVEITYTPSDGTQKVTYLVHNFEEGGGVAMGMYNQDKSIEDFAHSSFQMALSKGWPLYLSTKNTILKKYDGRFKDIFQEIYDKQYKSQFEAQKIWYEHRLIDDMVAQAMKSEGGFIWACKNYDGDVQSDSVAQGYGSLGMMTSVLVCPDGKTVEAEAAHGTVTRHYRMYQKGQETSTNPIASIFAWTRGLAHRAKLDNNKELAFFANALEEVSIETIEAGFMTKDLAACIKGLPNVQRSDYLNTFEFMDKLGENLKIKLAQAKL
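IDH1-R132H (0.5 ug/mL dispensed) in pH 7.5 Tris buffer was preincubated 30 min with compound, then given a substrate mix of 0.016 mM NADPH and 2 mM alpha-KG for 80 min at room temperature; remaining NADPH was read by diaphorase/resazurin fluorescence.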
ALOX12 inh: blocks human arachidonate 12S-lipoxygenase; hit rate 1.1% among 580,000; purified 12hLO, xylenol orange hydroperoxide absorbance; AID 1671190; Potency, µM (doses to about 108 µM), for inactives: at the highest dose activity change, negative = inhibition, hits mostly inhibitors; also: % is scaled to controls: 0 for no effect and ±100 for the full control effect
Target sequence (P18054 whole entry, looked up): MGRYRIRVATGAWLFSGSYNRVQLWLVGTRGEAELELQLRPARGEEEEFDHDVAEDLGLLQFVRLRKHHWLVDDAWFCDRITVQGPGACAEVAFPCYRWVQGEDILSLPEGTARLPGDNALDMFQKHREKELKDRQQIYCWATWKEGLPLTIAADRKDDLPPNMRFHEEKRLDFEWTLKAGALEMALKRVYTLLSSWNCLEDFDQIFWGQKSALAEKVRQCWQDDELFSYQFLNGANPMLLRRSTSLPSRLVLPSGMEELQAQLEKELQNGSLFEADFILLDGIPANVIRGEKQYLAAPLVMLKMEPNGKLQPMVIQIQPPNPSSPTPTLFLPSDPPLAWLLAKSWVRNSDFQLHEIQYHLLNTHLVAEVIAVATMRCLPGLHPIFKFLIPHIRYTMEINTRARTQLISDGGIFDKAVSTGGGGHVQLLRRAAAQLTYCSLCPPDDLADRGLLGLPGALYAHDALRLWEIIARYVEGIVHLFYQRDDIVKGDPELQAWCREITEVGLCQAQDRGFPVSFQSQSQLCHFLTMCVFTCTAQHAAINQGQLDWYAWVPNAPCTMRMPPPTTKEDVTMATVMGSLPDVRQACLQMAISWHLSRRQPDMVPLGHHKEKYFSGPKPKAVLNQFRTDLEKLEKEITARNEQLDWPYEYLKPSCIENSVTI
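Purified human 12hLO (150 nM final) in 25 mM Hepes, 0.01% Triton X-100, pH 7.0 was preincubated 15 min at room temperature with compound. Then 40 uM arachidonic acid was added, 30 min. Hydroperoxide was read by Fe-XO absorbance ratio 573/405 nm.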
RXFP1 ag: agonists of human relaxin receptor RXFP1 | Q9HBX9 | hit rate 0.3% among 370,000 | HEK293T-RXFP1 cAMP TR-FRET, 30 min; response scale: percent of porcine relaxin response, buffer zero | Potency, µM (top dose mostly 57.5 µM), inactives show at the top dose activation, most hits filed as activators; also: % is scaled to controls: 0 for no effect and ±100 for the full control effect; nearly all actives have a fitted effect of over 60% in size; many of its hits are not listed in these tables
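HEK293 cells stably expressing RXFP1, treated 30 min at 37C with compounds plus PDE4 inhibitor Ro 20174; cAMP measured by HTRF TR-FRET. Normalized to buffer and 29 nM porcine relaxin; EC50 by Hill fit.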
TrxR1 substrate: is turned over as a substrate by rat TrxR1. hit rate 0.01% among 390,000. purified TrxR1 substrate turnover, NADPH consumption readout. O89049. AID 588456. Potency, µM (top dose mostly 114 µM), for inactives: at the top dose activity change, negative = substrate turnover; also: % is scaled to controls: 0 for no effect and ±100 for the full control effect; nearly all actives have a fitted effect of over 50% in size
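Rat TrxR1, dispensed at 90 nM, was prereduced with 400 uM NADPH (final) for 5 min at ~22 deg C, then incubated with compound 15 min before 400 uM selenite. A first-read NADPH fluorescence drop versus no-compound background flagged substrates.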
USP1-UAF1 inh: blocks the human USP1/UAF1 deubiquitinase complex | O94782 | recombinant USP1/UAF1, Ub-Rhodamine cleavage fluorescence | Potency, µM (doses to about 57.1 µM), for inactives: at the highest dose activity change, negative = inhibition, hits mostly inhibitors | hit rate 0.23% among 390,000 | AID 743255; also: % is scaled to controls: 0 for no effect and ±100 for the full control effect; nearly all actives have a fitted effect of over 60% in size; inactives centre near -12
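Step one: compound is pinned into 1nM USP1/UAF1 in HEPES pH 7.8 buffer with TCEP. Step two: 15 min room-temperature incubation. Step three: Ub-Rho (150nM final) starts cleavage, tracked by fluorescence over six one-minute reads.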
Vif-A3F inh: blocks the Vif interaction with APOBEC3F. HeLa A3F-eYFP + Vif (tagged APOBEC3F with the HIV-1 protein that degrades it), YFP fluorescence increase. Potency, µM (top dose mostly 46.1 µM), without a hit: at the highest dose activity, negative = active. hit rate 0.2% among 390,000. AID 602313; also: % of control where 0% means no effect; nearly all actives have a fitted effect of over 65% in size
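HeLa cells stably expressing Vif plus C-terminally eYFP-tagged A3F were seeded, incubated overnight at 37 deg C, dosed with compound, incubated overnight again at 37 deg C. Yellow fluorescence (Ex 488/Em 500-530) reported blocked Vif-mediated A3F-eYFP degradation.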
TrxR1 inh: blocks rat thioredoxin reductase 1; hit rate 1% among 390,000; O89049; recombinant rTrxR1, NADPH fluorescence consumption, selenite substrate; Potency, µM (highest dose often 114 µM), for inactives: at the highest dose activity change, negative = inhibition, hits mostly inhibitors; also: % is scaled to controls: 0 for no effect and ±100 for the full control effect; nearly all actives have a fitted effect of over 65% in size
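Rat TrxR1 (90 nM in the dispensed reagent) was pre-reduced with 400 uM NADPH for 5 min at room temperature, then incubated with compound for 15 min. After 400 uM selenite was added, NADPH fluorescence (Ex 340/Em 450 nm) was followed for 8 min.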
RGS4 inhibitor: blocks human RGS4-accelerated GTP hydrolysis. Transcreener GDP fluorescence polarization, RGS4-accelerated GTP hydrolysis. Potency, µM (top dose mostly 114 µM), without a hit: at the highest dose activity change, negative = inhibition, hits mostly inhibitors. hit rate 0.039% among 390,000. AID 504845; also: % is scaled to controls: 0 for no effect and ±100 for the full control effect; nearly all actives have a fitted effect of over 75% in size; some results filed as inactive show a strong effect at the top dose
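MLSMR compounds (23 nl, pin-transferred) preincubated 10 min at room temperature with a 500nM (2x) first reagent, then RGS4 at 900nM (2x) plus Transcreener GDP mix added; fluorescence polarization (620/688 nm) read before and after 90 min at 30 °C.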
Vif-APOBEC3G blk: blocks the Vif interaction with human APOBEC3G; AID 602310; HeLa A3G-eYFP + Vif (tagged APOBEC3G with the HIV-1 protein that degrades it), YFP fluorescence, overnight; hit rate 0.076% among 410,000; Potency, µM (top dose mostly 46.1 µM), without a hit: at the top dose activity, negative = active, usual class: inhibitors;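 also: % is scaled to controls: 0 for no effect and ±100 for the full control effect; nearly all actives have a fitted effect of over 60% in size; hits raise eYFP signal because A3G escapes Vif-driven loss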
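HeLa cells stably expressing Vif and C-terminally eYFP-tagged A3G, seeded overnight at 37 deg C, then exposed to compound by pintool overnight at 37 deg C. Rise in yellow fluorescence (Ex 488/Em 500-530, Acumen) marks blocked Vif-driven A3G degradation.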
* hit, by the source's call; ? = inconclusive; . = no result given; & = joins results of further samples; [ ] = remark or other dose. Calls follow the shape of the dose curve; as a rule, active = well fitted curve in the direction sought with a large enough effect; inconclusive = small, poorly fitted or top-dose-only effect, or another doubt; inactive = no such curve, though single readings can be large; an effect the other way counts as inactive or inconclusive. Potency is read from the fitted curve at half-maximal effect. Only part of the results is shown; count on the stated rates, not on these rows.

no.	canonical_smiles	RXFP1 ag	RGS4 inhibitor	ALOX12 inh	Vif-A3F inh	TrxR1 inh	TrxR1 substrate	USP1-UAF1 inh	IDH1 R132H inh	Vif-APOBEC3G blk
1	CC(=O)O[C@@H]1CC[C@]2(C)C3CC[C@]4(C)C(=O)[C@H](O)CC4C3[C@@H](OC(C)=O)C[C@H]2C1 (stereo partly specified)	.	-17%	-7%	-2%	0%[2.29 µM]	0%[2.29 µM]	-11%	2%	6%
2	CCc1c(C)nc(N)nc1N1N=C1SCC(N)=O	0.5%	34%	0%	12%	6%	-5%	-1%	2%	-2%
3	CCC(=O)Nc1ccc(Cl)c(Cl)c1	.	9%	0%	2%	12%	2%	?	13%	1%
4	CC(Cc1ccc(O)cc1)NCC(O)c1ccc(O)c(O)c1 (stereo unspecified)	.	.	?	-3%	.	.	?	3%	2%
5	COc1ccc(N2CC2c2ccncc2)cc1 (stereo unspecified)	-1.3%	14%	0%	-2%	13%	2%	-11%	-8%	1%
6	C/C(=N\N1CCN(C)CC1)c1c(O)n(Cc2ccccc2)c(=O)[nH]c1=O	1.5%	5%	16%	0%	-15%	-15%	-11%	5%	1%
7	O=c1[nH]c(=O)n(CCc2ccccc2)c(O)c1C=NCCCn1ccnc1	1.8%	3%	1%	2%	-15%	-14%	-9%	-2%	0%
8	CCCCC(CC)COC(=O)c1ccccc1C(=O)OCC(CC)CCCC (stereo unspecified)	-1.6%	19%	8%	-1%	24%	0%	5%	-1%	-1%
9	CCc1c(C)nc(N)nc1N1N=C1SCCOc1ccccc1	1.7%	1%	5%	6%	0%	-4%	1%	0%	-1%
10	CC12CN3CCN(C1)CC(C)(C3)C2=NN	0.1%	-11%	0%	0%	15%	3%[57.1 µM]	-22%	5%	-4%
11	COc1ccc(-c2nn(CCC#N)cc2C(=O)Nc2ccccc2Cl)cc1	0.6%	8%	3%	-3%	-11%	-9%	-15%	-4%	-1%
12	CN1CCN(Cc2nnc3n2-c2ccc(Cl)cc2C(c2ccccc2)=NC3)CC1	0.2%	-25%	-13%	6%	-1%	-4%	-18%	8%	2%
13	CC(=Nc1ccccc1N)c1c(O)n(C)c(=O)n(C)c1=O	0.3%	-7%	0%	5%	16%	-1%	-9%	-4%	2%
14	Cc1cc(C)n2nc(SC(C)C(=O)N3CCC4(CC3)OCCO4)nc2n1 (stereo unspecified)	23%	16%	12%	0%	7%	8%	-19%	0%	-3%
15	O=P(c1ccccc1)(c1nc2ccccc2s1)N1CCOCC1 (stereo unspecified)	2.0%	19%	-7%	-2%	-20%[57.1 µM]	-5%[57.1 µM]	3%	-1%	4%
16	COc1ccc(C2CC(c3cccs3)=NN2c2nc(C)c(C(C)=O)s2)cc1OC (stereo unspecified)	7.6%	-10%	-6%	-2%	37%	35%[activator][57.1 µM]	?	4%	-8%
17	CN1CCN(c2ccc(F)cc2N)CC1	-2.5%	-24%	0%	11%	9%[57.1 µM]	7%[57.1 µM]	-4%	-4%	4%
18	O=c1[nH]c(=O)n(-c2ccccc2)c(O)c1/C=C1/C(c2ccccc2)=Nc2ccccc21	1.2%	-46%	?	-24%	-46%	-10%	?	-1%	?
19	CC(C)c1ccc(NC(=O)CSc2nnc(OC(=O)N(C)C)n2C2CC2)cc1	-0.8%	-27%	2%	0%	6%	1%	-18%	-1%	1%
20	CC(C)(C)C(=O)N1Cc2cnnn2-c2ccccc2C1C#N (stereo unspecified)	.	21%	-28%	6%	27%	2%	-7%	2%[38.3 µM]	3%
21	CCOP(=S)(OCC)c1ccc(N(C)C)cc1	0.3%	-27%	-8%	-7%	1%	2%	-4%	8%	-1%
22	Cc1c(C(c2ccc(Cl)cc2Cl)c2c(O)c3ccccc3oc2=O)c(=O)n(-c2ccccc2)n1C (stereo unspecified)	5.6%&0.3%	-16%&33%	-9%&-20%	-20%&3%	11%	8%&-4%	-17%&-1%	1%&-10%	2%&-8%
23	CCN1CCN(c2ccc(NC(=O)C(C)C)cc2Cl)CC1	-4.2%	37%	-23%	2%	1%	-1%	-10%	-1%	0%
24	Cn1cccc1/C=C1/C(=O)NC(=O)N(C(C)(C)C)C1=O	-1.4%	7%	-20%	-8%	-20%	-13%	-7%	1%	-5%
25	CC(=O)O[C@H]1[C@H]2O[C@]23[C@@H]2CC[C@]4(O)C[C@@H](O)CC[C@]4(C)C2CC[C@]3(C)[C@H]1c1ccc(=O)oc1 (stereo partly specified)	-3.1%	20%	15%	3%	16%[57.1 µM]	12%[57.1 µM]	17%	-9%	-23%
26	CCCCC(=O)N/N=C/c1c(O)n(-c2ccccc2)c(=O)[nH]c1=O	2.1%	-8%	0%	12%	7%[57.1 µM]	3%[57.1 µM]	-13%	4%	0%
27	O=C(Nc1ccc2ccccc2c1)c1nn(C23CC4CC(CC(C4)C2)C3)cc1Br	0.3%	-20%	11%	0%	20%	18%	?	0%	0%
28	N#Cc1ccc(NC(=O)CN2C(=O)NC3(CCCC3)C2=O)cc1Cl	0.0%	2%	-13%	-21%	15%	3%[0.457 µM]	-18%	6%	0%
29	COc1ccccc1-n1c(/C=C/c2ccccc2)nc2ccccc2c1=O	4.5%	-14%	-1%	0%	6%[57.1 µM]	1%[57.1 µM]	6%	-9%	-6%
30	FC(F)(F)c1cccc(NC2=NCCS2)c1	.	.	0%	-6%	.	.	-13%	13%	0%

Compound profiles, as listed above. Order of values: RXFP1 ag | RGS4 inhibitor | ALOX12 inh | Vif-A3F inh | TrxR1 inh | TrxR1 substrate | USP1-UAF1 inh | IDH1 R132H inh | Vif-APOBEC3G blk
COc1ccccc1-n1c(/C=C/c2ccccc2)nc2ccccc2c1=O is listed with 4.5% | -14% | -1% | 0% | 6%[57.1 µM] | 1%[57.1 µM] | 6% | -9% | -6%
C/C(=N\N1CCN(C)CC1)c1c(O)n(Cc2ccccc2)c(=O)[nH]c1=O is listed with 1.5% | 5% | 16% | 0% | -15% | -15% | -11% | 5% | 1%

Continuation.
no.	canonical_smiles	RXFP1 ag	RGS4 inhibitor	ALOX12 inh	Vif-A3F inh	TrxR1 inh	TrxR1 substrate	USP1-UAF1 inh	IDH1 R132H inh	Vif-APOBEC3G blk
31	C#CCN1C(=O)S/C(=C\c2ccc(N3CCOCC3)cc2C)C1=O	2.5%	0%	-2%	?	10%[57.1 µM]	6%[57.1 µM]	148%[activator]	17%	-4%
32	C/C(=N\Nc1cccc2ccccc12)c1c(O)n(Cc2ccccc2)c(=O)[nH]c1=O	0.1%	?	-30%	0%	45µM*	3%	-14%	5%	-11%
33	COc1cccc(NC(=O)CN2CC(c3ccccc3)CC2=O)c1 (stereo unspecified)	-0.3%	5%	271%[activator]	-1%	21%	1%	?	1%	0%
34	Cn1c(=O)cc(SCC(=O)N2CCC3(CC2)OCCO3)c2ccccc21	11%	17%	33%[activator]	3%	13%[57.1 µM]	9%[57.1 µM]	-6%	8%	0%
35	COC(COC(N)=O)C1=C(N2CC2)C(=O)C(C)=C(N2CC2)C1=O (stereo unspecified)	.	-25%	?	12%	?	-4%	?	14%	-21%
36	O=C1NC(=O)C2(Cc3ccccc3N3CCCC32)C(=O)N1 (stereo unspecified)	1.1%	-19%	?	-1%	-26%[57.1 µM]	10%[57.1 µM]	-20%	-1%	3%
37	Cc1ccc(-c2nc3ccccc3c(=O)n2-c2cccc(C)n2)cc1	2.0%	-2%	-4%	-8%	21%[57.1 µM]	5%[57.1 µM]	-13%	4%	5%
38	COC(=O)Nc1ccc(N=C(N)N[N+](=O)[O-])cc1	6.2%	-5%	-12%	2%	-12%	-13%	-22%	3%	9%
39	C=CCN1CC[C@]23c4c5ccc(O)c4OC2[C@H](O)CC[C@@]3(O)[C@H]1C5 (stereo partly specified)	.	18%	-6%	-3%	19%	5%	?	15%	-1%
40	Cn1c(O)c(/C=N/c2ccccn2)c(=O)n(C)c1=O	2.8%	3%	-7%	-7%	-22%	-11%	2%	0%	0%
41	Cc1ccc(CNC2=NCCS2)cc1	-0.1%	12%	-29%	8%	17%	0%	-18%	0%	-11%
42	O=Cc1c(C(=O)O)n(Cc2ccc(F)cc2Cl)c2ccccc12	-0.7%	-11%	13%	1%	19%	2%	-21%	-1%	0%
43	COc1cccc(C(=O)C2CCCN(Cc3ccon3)C2)c1 (stereo unspecified)	-1.5%	-7%	-6%	1%	12%	-2%	-25%	-7%	-1%
44	O=C1NC(=O)N(CCC2=CCCCC2)C(=O)/C1=C/c1cccs1	0.3%	?	?	-1%	7.9µM*	4%[57.1 µM]	13%	0%	-3%
45	COC(=O)C1=C(c2cc3ccccc3s2)C[C@@H]2CC[C@H]1N2C(=O)NCc1ccc(C(F)(F)F)cc1	.	3%	?	0%	13%[57.1 µM]	2%[57.1 µM]	-16%	-19%	-12%
46	Cc1ccc(S(=O)(=O)N(C)C/N=C(\N)N[N+](=O)[O-])cc1	0.8%	-16%	-3%	-7%	11%[57.1 µM]	8%[57.1 µM]	5%	2%	0%
